NPSR antagonist: antagonists of human neuropeptide S receptor cAMP signaling. Q6W5P4. Potency, µM (highest dose often 38.3 µM), without a hit: top-dose activity change, negative = inhibition, hits mostly inhibitors. CHO-NPSR cells, cAMP TR-FRET, antagonist mode. 220,000 tested, 1% active; also: potency is read from the fitted curve at half-maximal effect; % is scaled to controls: 0 for no effect and ±100 for the full control effect; nearly all actives have a fitted effect of over 50% in size; many of its hits are not listed in these tables
Target sequence (Q6W5P4 whole entry, looked up): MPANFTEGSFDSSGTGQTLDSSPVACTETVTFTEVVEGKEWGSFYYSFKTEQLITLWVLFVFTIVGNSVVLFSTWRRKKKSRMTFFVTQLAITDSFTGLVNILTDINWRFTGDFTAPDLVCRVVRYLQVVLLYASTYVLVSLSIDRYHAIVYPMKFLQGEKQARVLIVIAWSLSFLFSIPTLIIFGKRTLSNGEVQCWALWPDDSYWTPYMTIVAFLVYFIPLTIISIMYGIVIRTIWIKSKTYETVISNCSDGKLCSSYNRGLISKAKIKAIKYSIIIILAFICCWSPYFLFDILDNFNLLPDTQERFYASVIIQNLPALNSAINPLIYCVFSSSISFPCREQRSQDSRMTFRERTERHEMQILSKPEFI
LMNA splice mod: changes lamin A minigene splicing in HeLa cells; HeLa LMNA splicing GFP/RFP minigene ratio, 48 h; Potency, µM (series often up to 46.1 µM), without a hit: at the top dose ratio change, negative = inhibition, most hits filed as inhibitors; 200,000 tested, 0.01% active; active = well fitted inhibition curve with a large enough effect in the signal ratio, with a control signal flat, not every such curve was filed as active; inconclusive = small, poorly fitted or top-dose-only effect, or effect the other way, or a change in a side signal; the % refers to the signal ratio; also: potency is read from the fitted curve at half-maximal effect; % is scaled to controls: 0 for no effect and ±100 for the full control effect
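S3 HeLa cells stably expressing lamin A-EGFP splicing minigene plus DsRed2, 600 cells/well, 48 h compound exposure at 37C. Laser-scanning cytometry; analysed as GFP (500-530 nm)/RFP (575-640 nm) total intensity ratio; 0.5% DMSO vehicle.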
IMPase Li inh: membrane-permeable IMPase blocker, potentiated with lithium; CHO-M1 cells, IP1 TR-FRET (IP-One), carbachol + lithium; Potency, µM (top dose mostly 59.4 µM), for inactives: top-dose activity, negative = IMPase inhibition, usual class: inhibitors; 210,000 tested, 0.35% active; AID 1457;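 also: IP1 builds up when IMPase is blocked and the TR-FRET signal falls; potency is read from the fitted curve at half-maximal effect; plate controls were basal vehicle for no effect and high inhibitor control for full effect; nearly all actives have a fitted effect of over 50% in size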
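CHO-M1, 2000 cells/well, 16–30 h culture; cpd + low Li+, 30 min 37C; lysis with d2-IP1/Eu-anti-IP1 Ab, 10 min RT; TR-FRET 665/620 ratio and 620 channel; AC50 via Hill.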
Epigenetic derep: derepresses silenced GFP reporter in murine cells. murine LDR cells, GFP reporter derepression, 30 h. Potency, µM (highest dose often 53.9 µM), for inactives: at the highest dose GFP activation, usual class: activators. 280,000 tested, 0.2% active. AID 1865; also: potency is read from the fitted curve at half-maximal effect; % of control where 0% means no effect; nearly all actives have a fitted effect of over 60% in size
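Reporter derepression read as number of fluorescent GFP-positive objects, 20-120 um in size, counted by laser-scanning cytometer. Mouse LDR line with an epigenetically silenced CMV-GFP locus; compound incubation 30 h, 37 C.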
CBFb RUNX1 block: inhibitors of human CBF-beta and RUNX1 interaction | AlphaScreen CBFb-His/RUNX1-biotin binding, biochemical | Q01196+Q13951 | 230,000 tested, under 10 active | Potency, µM (top dose mostly 59.8 µM), inactives show at the highest dose activity, negative = inhibition, usual class: inhibitors; also: % of control where 0% means no effect
Target sequence (Q01196 whole entry, looked up): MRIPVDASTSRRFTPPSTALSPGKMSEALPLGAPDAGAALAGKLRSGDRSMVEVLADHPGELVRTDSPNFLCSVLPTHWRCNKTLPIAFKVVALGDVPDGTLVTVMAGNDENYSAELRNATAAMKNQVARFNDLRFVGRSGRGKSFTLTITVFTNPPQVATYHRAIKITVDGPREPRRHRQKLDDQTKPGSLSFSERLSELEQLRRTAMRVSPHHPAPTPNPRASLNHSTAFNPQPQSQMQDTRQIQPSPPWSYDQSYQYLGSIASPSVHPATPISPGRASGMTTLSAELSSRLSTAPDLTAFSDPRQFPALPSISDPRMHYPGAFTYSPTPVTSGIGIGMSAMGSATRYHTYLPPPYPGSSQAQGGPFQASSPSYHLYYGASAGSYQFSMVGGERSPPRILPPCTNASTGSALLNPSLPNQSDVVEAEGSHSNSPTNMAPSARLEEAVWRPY
Target sequence (Q13951 whole entry, looked up): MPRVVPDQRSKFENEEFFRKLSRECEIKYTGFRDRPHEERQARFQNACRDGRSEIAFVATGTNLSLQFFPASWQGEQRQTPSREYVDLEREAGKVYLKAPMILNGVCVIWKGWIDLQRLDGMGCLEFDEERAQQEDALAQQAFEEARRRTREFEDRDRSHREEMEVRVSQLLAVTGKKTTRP
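Bead-based AlphaScreen assay; binding partners His-tagged CBF-beta and biotinylated RUNX1 at 30 nM each. Compound exposure 15 min after a 20-min protein preincubation; bead step 90 min; all steps at room temperature.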
Luc counter: Kinase-Glo luciferase inhibition (counter-screen) | Potency, µM (series often up to 38.3 µM), for inactives: at the top dose activity change, negative = inhibition, actives largely listed as inhibitors | 200,000 tested, 0.28% active | AID 1379 | Kinase-Glo luciferase, ATP luminescence, 8 min; also: potency is read from the fitted curve at half-maximal effect; % is scaled to controls: 0 for no effect and ±100 for the full control effect; nearly all actives have a fitted effect of over 60% in size
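Compounds were added to a substrate mix at pH 7.2 (50 mM imidazole, 10 uM ATP, within the enzyme's linear range), followed by Kinase-Glo detection reagent; luminescence was measured after 8 minutes at ambient temperature.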
HttQ103 aggreg: inhibitors of mutant huntingtin aggregate formation in PC12 cells. PC12 HttQ103-GFP aggregates, Acumen cytometry, 40 h. Potency, µM (doses to about 46.1 µM), for inactives: at the highest dose activity change, negative = inhibition, actives largely listed as inhibitors. 220,000 tested, 1.1% active. AID 1688; also: potency is read from the fitted curve at half-maximal effect; % is scaled to controls: 0 for no effect and ±100 for the full control effect; nearly all actives have a fitted effect of over 60% in size
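Inducible Q103 Huntingtin exon 1–GFP PC12 line, 1500 cells/well in phenol red free DMEM with 5% equine and 5% calf serum. Tebufenozide 100 nM induced expression; compounds titrated; aggregates quantified by cytometry.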
The depositor's hits bear a star; ? = inconclusive; . = no result given; & = joins results of further samples; [ ] = remark or other dose. Unless noted, calls follow the shape of the dose curve; as a rule, active = well fitted curve in the direction sought with a large enough effect; inconclusive = small, poorly fitted or top-dose-only effect, or another doubt; inactive = no such curve, though single readings can be large; an effect the other way counts as inactive or inconclusive. These rows are one share of the data. The share of hits here may be higher or lower than overall.

SMILES	NPSR antagonist	LMNA splice mod	IMPase Li inh	Epigenetic derep	CBFb RUNX1 block	Luc counter	HttQ103 aggreg
Cc1ccc2c(c1)C1CN(C)CCC1N2C(=O)COc1ccc(N(C)S(=O)(=O)c2cccs2)cc1 (configuration not stated)	-40%	.	.	3.1%	5%	.	9%[9.22 µM]
CC(C)(C)C1CCC(=NNS(=O)(=O)c2ccc(Br)cc2)CC1 (configuration not stated)	-8%[46.1 µM]	1%	-3%	1.2%	14%	0%	?
O=C(COC(=O)c1ccc(S(=O)(=O)N2CCCCC2)cc1)NCc1ccco1	6%	-9%[46 µM]	1%	-0.3%	-17%	2%	9%
COc1ccc(/C=C(\C#N)C(=O)OCC(=O)NCc2ccccc2)cc1	-2%	1%	-7%	0.0%	1%	0%	10%
Cc1ccc(-n2c(SCC(=O)OC(C)C)nnc2-c2ccncc2)cc1	-13%[46.1 µM]	-2%	4%	0.8%	0%	5%	17%
Cn1c(N2CCN(c3ccccn3)CC2)nc2c1c(=O)n(Cc1ccc(Cl)cc1)c(=O)n2C	-17%[46.1 µM]	?	13%[38.3 µM]	-0.2%	-29%	0%	?
CCOc1cc(CNCC(C)C)c(Cl)cc1OCC(=O)Nc1ccccc1	-19%	?	15%	1.1%	15%	3%	7%
Cc1ccc(O)c(C(=O)/C=C/c2ccc3c(c2)OCCCO3)c1	-47%	11%	-3%	-1.0%	28%	?	-5%
COc1cc(/C=C/C(=O)OC2CC3CCC2(C)C3(C)C)ccc1O (configuration not stated)	?	.	.	3.6%	13%	.	19%[9.22 µM]
CCC(C)NC(=O)c1cnn2c1NC(c1ccc3c(c1)OCO3)CC2C(F)(F)F (configuration not stated)	-15%[7.67 µM]	-9%	-6%[38.3 µM]	0.5%	3%	-1%	-15%
Cc1ccc(NS(=O)(=O)c2cc([N+](=O)[O-])ccc2NNC(=S)Nc2cccc(Cl)c2)c(C)c1	-26%	?	-8%	4.2%	3%	-24%	11%
C#CCOCCOCCOCCNc1nc(N2CCN(C(=O)[C@H](CCCCN)n3cc([C@@H](N)C(C)CC)nn3)CC2)nc(N2CCN(C(=O)[C@H](CCCCN)n3cc([C@@H](N)CC(C)C)nn3)CC2)n1 (some centres not stated)	-22%	.	6%	0.8%	9%	.	-21%[9.22 µM]
CN(C)C(=O)CSc1nnc2sc3ccccc3n12	2%[46.1 µM]	0%	4%[38.3 µM]	0.0%	2%	0%	-14%
CC1(C)C2CCC(C2)C1(C)NC(=O)CN1CCN(Cc2ccccc2)CC1 (configuration not stated)	-38%	14%[46 µM]	11%	-2.7%	2%	0%	0%
Cc1cccc(NC(=O)N[C@@H](C)C(=O)O)c1	-2%[46.1 µM]	3%	13%[38.3 µM]	2.1%	9%	10%	16%[1.84 µM]
COc1cc(C2Nn3c(nnc3-c3ccccc3OC)S2)ccc1O (configuration not stated)	-18%[46.1 µM]	-11%	1%	1.2%	12%	1%	7%
COc1ccc(/C(N)=N/OC(=O)CSc2ccccc2)cc1OC	-12%[46.1 µM]	-19%	20%[38.3 µM]	0.1%	13%	-2%	-13%
O=[N+]([O-])c1cc(S(=O)(=O)N2CCCC2)ccc1SCCO	7%	.	2%	-0.1%	0%	-7%	-22%
CCS(=O)(=O)Nc1ccccc1C(N)=O	10%	11%[46 µM]	0%	0.0%	2%	-2%	4%
N#Cc1c(NCCO)ccc([N+](=O)[O-])c1NCCO	8%	.	.	0.0%	2%	.	-7%[9.22 µM]
CC(=O)NCc1cccc(CNC(C)=O)n1	?	-4%	16%[38.3 µM]	-1.6%	10%	-3%	-12%
O=C(CN1CCc2ccccc2C1)Nc1cc(S(=O)(=O)N2CCOCC2)ccc1N1CCCC1	-1%	-3%	6%	0.0%	-1%	2%	-4%
CCOC(=O)c1cn2nc(-c3ccc(OC)cc3)cc2nc1C1CCN(C(=O)OC(C)(C)C)CC1	-1%[46.1 µM]	5%	-16%[38.3 µM]	0.9%	3%	-2%	25%
COCCNC(=O)CCCn1c(=O)c2cc(OC)c(OC)cc2n(CC(=O)c2ccc(Cl)cc2)c1=O	8%	.	-5%	1.7%	-5%	6%	12%
CCOC(=O)N1CCN(C(=O)CCCCCn2c(=S)[nH]c3cc4c(cc3c2=O)OCO4)CC1	-55%	14%[9.22 µM]	?	-6.2%	0%	-2%	-17%

Some entries already given, showing only NPSR antagonist, Epigenetic derep and HttQ103 aggreg:
canonical_smiles,NPSR antagonist,Epigenetic derep,HttQ103 aggreg
CC(C)(C)C1CCC(=NNS(=O)(=O)c2ccc(Br)cc2)CC1 (configuration not stated),-8%[46.1 µM],1.2%,?
COc1ccc(/C(N)=N/OC(=O)CSc2ccccc2)cc1OC,-12%[46.1 µM],0.1%,-13%
CCOc1cc(CNCC(C)C)c(Cl)cc1OCC(=O)Nc1ccccc1,-19%,1.1%,7%
COc1cc(/C=C/C(=O)OC2CC3CCC2(C)C3(C)C)ccc1O (configuration not stated),?,3.6%,19%[9.22 µM]
Cn1c(N2CCN(c3ccccn3)CC2)nc2c1c(=O)n(Cc1ccc(Cl)cc1)c(=O)n2C,-17%[46.1 µM],-0.2%,?
Cc1ccc(O)c(C(=O)/C=C/c2ccc3c(c2)OCCCO3)c1,-47%,-1.0%,-5%

Next part:
SMILES	NPSR antagonist	LMNA splice mod	IMPase Li inh	Epigenetic derep	CBFb RUNX1 block	Luc counter	HttQ103 aggreg
CCOC(=O)C(NC(=O)CC)(Nc1nc2c(s1)CCCC2)C(F)(F)F (configuration not stated)	-4%[46.1 µM]	-7%	4%	0.8%	-1%	1%	-18%
CC(Sc1nc2ccccc2s1)C(=O)Nc1ccc2c(c1)OCO2 (configuration not stated)	0%	?	4%	-1.3%	-18%	0%	-9%
C=CCN=C(NC#N)SCc1ccccc1	0%[46.1 µM]	-2%	-17%[38.3 µM]	-1.2%	2%	3%	-11%
COc1ccc2nc(NCCCNC(=O)c3cc(OC)c(OC)c(OC)c3)c(C#N)cc2c1	0%[46.1 µM]	?	-1%[38.3 µM]	-0.8%	14%	14%	11%
Cc1ccc(OCC(=O)Nc2c[nH]c(=O)[nH]c2=O)cc1C	3%	?	0%	-1.5%	-5%	2%	7%
COCCNS(=O)(=O)c1cccn1-c1ncc(C(F)(F)F)cc1Cl	-8%[46.1 µM]	0%	19%[38.3 µM]	4.7%	-2%	-3%	-15%
CC(C)CCNC(=O)C(Cc1ccccc1)NS(=O)(=O)c1ccc2c(c1)c(=O)n(C)c(=O)n2C (configuration not stated)	-11%[46.1 µM]	-2%	8%[38.3 µM]	-1.1%&-4.2%	1%	4%	7%
CCCCn1c(=N)n(CC(O)COc2ccc(C)cc2)c2ccccc21 (configuration not stated)	12%[46.1 µM]	?	-10%[38.3 µM]	0.1%	1%	-7%	-20%
O=C(Nc1ccc(Cl)cc1)[C@@H]1[C@@H]2C(=O)N(c3ccc(Cl)cc3Cl)C(=O)[C@@H]2[C@H]2C=CC=NN21	-14%[46.1 µM]	-10%	0%[38.3 µM]	-1.0%	-20%	-9%	21%
CCOc1ccc(NC(=O)CN(C)S(=O)(=O)c2ccc3c(c2)CCC(=O)N3)cc1	7%	.	.	1.2%	9%	.	16%[9.22 µM]
O=C(Cn1nc(C(F)(F)F)c2c1CCC2)Nc1ccccc1C(F)(F)F	-5%[46.1 µM]	13%	8%	0.8%	1%	1%	-5%
COC(=O)c1cc2c(s1)-c1cc(F)ccc1OC2	44%	.	.	-0.1%	1%	.	-12%[9.22 µM]
N#Cc1c(NC(=O)CCC(=O)O)sc2c1CCCCC2	-7%	.	7%	-2.7%	-11%	-1%	1%[9.22 µM]
O=C(Nc1ccc(Oc2cccc3ccccc23)cc1)c1ccco1	?	?	10%[38.3 µM]	?	-4%	-5%	?
S=c1[nH]c(-c2ccc(Cl)cc2)cs1	-12%	14%[46 µM]	2%	-1.4%	-5%	-2%	-10%
CSc1nc2nc3c(cn2n1)C(=O)CC(c1ccccc1)C3 (configuration not stated)	-8%[46.1 µM]	6%	2%[38.3 µM]	-4.8%	8%	-5%	8%
CCOC(=O)c1c(-c2ccc(C)cc2)csc1NC(=O)c1cc2ccccc2oc1=O	10µM*	?	18%[38.3 µM]	0.9%	-6%	-1%	-13%[9.22 µM]
O=C(CSc1ccc2ccccc2c1)NCCCN1CCCC1=O	5%	-5%[46 µM]	-3%	-1.4%	-6%	-4%	22%
Cc1ccc(C(=O)NNC2=NCCC2)cc1	-2%[46.1 µM]	14%	26%[38.3 µM]	1.8%	0%	3%	-7%[9.22 µM]
Cc1cc(C)cc(C(=O)Nc2ccc3[nH]c(=O)[nH]c3c2)c1	-8%	.	-12%	-0.3%	8%	.	9%
CC(=O)Nc1sc2c(c1CN1CCN(c3ccc(F)cc3)CC1)CCCC2	?	?	26%[38.3 µM]	0.0%	-9%	7%	-5%[9.22 µM]

2 compounds drawn at random from the list so far:
SMILES	NPSR antagonist	LMNA splice mod	IMPase Li inh	Epigenetic derep	CBFb RUNX1 block	Luc counter	HttQ103 aggreg
O=C(Cn1nc(C(F)(F)F)c2c1CCC2)Nc1ccccc1C(F)(F)F	-5%[46.1 µM]	13%	8%	0.8%	1%	1%	-5%
N#Cc1c(NC(=O)CCC(=O)O)sc2c1CCCCC2	-7%	.	7%	-2.7%	-11%	-1%	1%[9.22 µM]

Screening data from PubChem BioAssay.
